Compound activity deposited in PubChem BioAssay by The Scripps Research Institute Molecular Screening Center.
M5 PAM – CHRM5 positive allosteric modulation; activation, % at 3 µM; 360,000 compounds, 0.3% hits; CHO-K1 hM5, Fluo-8 calcium, ACh EC20 PAM; 0% = ACh EC20, 100% = ACh EC100; P08912;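 active means activation above the run cutoff, the mean activation of all test compounds plus 3 SD, cut at about 18% in these data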
Target sequence (P08912 whole entry, looked up): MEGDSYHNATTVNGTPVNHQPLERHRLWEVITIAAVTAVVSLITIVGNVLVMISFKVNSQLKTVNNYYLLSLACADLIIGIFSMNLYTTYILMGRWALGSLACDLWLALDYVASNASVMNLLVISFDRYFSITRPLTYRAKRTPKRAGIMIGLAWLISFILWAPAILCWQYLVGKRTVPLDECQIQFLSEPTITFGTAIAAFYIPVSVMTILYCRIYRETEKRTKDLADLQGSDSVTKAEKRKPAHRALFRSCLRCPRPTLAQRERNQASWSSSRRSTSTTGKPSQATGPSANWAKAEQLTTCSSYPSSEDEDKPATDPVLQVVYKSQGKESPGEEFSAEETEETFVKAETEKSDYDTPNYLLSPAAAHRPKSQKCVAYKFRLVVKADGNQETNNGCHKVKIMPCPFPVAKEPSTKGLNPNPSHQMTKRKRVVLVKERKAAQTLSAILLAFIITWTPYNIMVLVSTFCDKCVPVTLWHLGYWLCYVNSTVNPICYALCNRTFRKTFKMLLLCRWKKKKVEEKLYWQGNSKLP
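System – CHO-K1 hM5 cells · Compound – 3 µM, single dose · Incubation – compound preincubation 140 s before EC20 acetylcholine addition · Technique – Fluo-8 calcium fluorescence · Measure – Max/basal fluorescence ratio as % of EC20–EC100 ACh window · Benchmarks – low control EC20 acetylcholine (0%), high control EC100 acetylcholine (100%) · Replication – singlicate, one well per test compound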
M5 ag – CHRM5 agonism in calcium assay; P08912; CHO-K1 hM5 cells, Fluo-8 calcium fluorescence; 0% DMSO wells, 100% maximal acetylcholine response; activation, % at 3 µM; 360,000 compounds, 0.19% hits; AID 624037;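 active means activation above the run's mean over test compounds plus 3 SD, cut at about 23% in these data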;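 further: signal is peak over basal fluorescence ratio across the kinetic read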
CHO-K1 Ca antag – M1 antagonist counterscreen hit in parental CHO-K1 cells | 360,000 compounds, 0.6% hits | inhibition, % at 3 µM | AID 602250 | ATP-induced calcium, Fluo-8 fluorescence;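 active means inhibition above a per-plate cutoff, the plate's mean sample inhibition plus 3 SD, cut at about 24% in these data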;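 further: 0% = DMSO plus EC80 ATP and 100% = DMSO alone without ATP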
M5 antag – blocks acetylcholine activation of human M5 receptor. P08912. 360,000 compounds, 0.59% hits. CHO-hM5 cells, Fluo-8 calcium fluorescence, ACh EC80. inhibition, % at 3 µM;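 active means inhibition above a per-plate cutoff, the mean of that plate's test compounds plus 3 SD, cut at about 27% in these data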;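 further: 0% = acetylcholine EC80 with DMSO and 100% = DMSO without agonist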
CHO-K1 Ca ag – M1 agonist counterscreen hit in parental CHO-K1 cells; Fluo-8 calcium fluorescence; scaled to maximal ATP response, vehicle zero; activation, % at 3 µM; 360,000 compounds, 0.48% hits; in the data active means activation above about 15%;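 further: untransfected CHO-K1 host cells lacking M1 receptor as counterscreen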
M4 ag – CHRM4 agonism in calcium assay; P08173; AID 624127; activation, % at 3 µM; 360,000 compounds, 0.14% hits; CHO-K1 hM4/Gqi5, Fluo-8 calcium fluorescence; vehicle 0%, full acetylcholine response 100%;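 active means activation above the run mean over all test wells plus 3 SD, cut at about 32% in these data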;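 further: peak over basal fluorescence ratio per well then scaled between controls; 0% = DMSO wells and 100% = acetylcholine at EC100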
Target sequence (P08173 whole entry, looked up): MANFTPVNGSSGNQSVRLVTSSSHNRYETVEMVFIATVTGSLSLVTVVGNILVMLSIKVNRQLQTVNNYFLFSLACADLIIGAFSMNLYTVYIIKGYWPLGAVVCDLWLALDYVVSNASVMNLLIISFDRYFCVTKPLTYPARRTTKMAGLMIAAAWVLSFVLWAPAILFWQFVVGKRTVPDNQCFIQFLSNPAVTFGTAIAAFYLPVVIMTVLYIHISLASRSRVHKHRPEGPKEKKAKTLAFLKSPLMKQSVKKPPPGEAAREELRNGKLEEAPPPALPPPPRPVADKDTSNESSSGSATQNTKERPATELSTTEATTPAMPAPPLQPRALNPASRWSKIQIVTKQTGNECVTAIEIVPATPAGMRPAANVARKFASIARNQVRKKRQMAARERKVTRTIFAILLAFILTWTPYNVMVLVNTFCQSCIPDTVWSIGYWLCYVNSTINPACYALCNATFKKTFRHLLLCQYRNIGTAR
M4 PAM – positive allosteric modulators of human muscarinic M4 receptor. P08173. 360,000 compounds, 0.4% hits. AID 624126. CHO-K1 hM4/Gqi5, Fluo-8 calcium fluorescence, ACh EC20; 0% = ACh EC20, 100% = maximal ACh. activation, % at 3 µM;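 active means activation above its plate's cutoff, the mean activation of sample wells plus 3 SD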; further: some results filed as inactive read as strong as hits
M4 antag – CHRM4 antagonism in calcium assay; 360,000 compounds, 0.73% hits; AID 624125; CHO-hM4 cells, ACh EC80, Fluo-8 calcium fluorescence; P08173; inhibition, % at 3 µM;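 active means inhibition above its plate's cutoff, the mean inhibition of sample wells plus 3 SD, cut at about 27% in these data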;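 further: 0% = acetylcholine EC80 with DMSO and 100% = DMSO without agonist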
M1 PAM parental – counter-screen for M1 PAMs: effect in parental CHO-K1 cells. activation, % at 3 µM. 360,000 compounds, 0.02% hits. AID 602247. ATP EC20, Fluo-8 calcium fluorescence; 0% at ATP EC20, 100% at ATP max;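 active means activation above the run cutoff, the mean activation of all test compounds plus 3 SD, cut at about 40% in these data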;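 further: peak over basal fluorescence ratio in a 140 s read after ATP addition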
The depositor's hits bear a star; & = joins results of further samples.

SMILES	M5 PAM	M5 ag	CHO-K1 Ca antag	M5 antag	CHO-K1 Ca ag	M4 ag	M4 PAM	M4 antag	M1 PAM parental
Cc1nnc(Nc2ccc(S(N)(=O)=O)cc2)c2ccccc12	-5	0	8	4	12	0	-7	12	1
CCC1(c2ccc(F)cc2)NC(=O)N(CC(=O)Nc2ccc3c(c2)OCCO3)C1=O (stereo unspecified)	-15	11	-4	7	5.1	11	0	-13	-5
CCOc1ccc2c(c1)-c1c(ssc1=S)C(C)(C)N2C(=O)c1ccco1	-8	-4	5	5	-0.7	-2	-5	3	-3
CCOC(=O)C(NC(=O)CC(C)C)(Nc1sc(C)c(CC)c1C#N)C(F)(F)F (stereo unspecified)	1	-6	-1	-4	-0.3	-2	-5	-1	5
Cn1c(=O)c2c(nc(Br)n2CC(=O)C23CC4CC(CC(C4)C2)C3)n(C)c1=O	0	1	0	1	0.6	1	-1	-2	8
COc1cnn(-c2ccc([N+](=O)[O-])cc2)c(=O)c1Cl	8	2	-1	-2	0.5	0	-7	4	4
COc1ccc(S(=O)(=O)N2CCCC(C(=O)NCc3cccnc3)C2)cc1 (stereo unspecified)	3	0	2	9	0.2	0	-2	16	-9
COc1cc(CCN(C(C)=O)C2C(=O)Nc3ccccc3N=C2c2ccc3c(c2)OCO3)cc(OC)c1 (stereo unspecified)	1	4	4	1	4.7	7	6	-15	19
CCOc1ccccc1NC(=O)C(OC(=O)c1ccccc1NS(=O)(=O)c1cccs1)c1ccccc1 (stereo unspecified)	-6	0	-5	9	0.1	0	-2	7	30
O=Cc1ccc(-n2cc(C=O)c3ccccc32)cc1	-1	-3	4	16	1.1	2	-1	0	-2
Cc1nnc2n(-c3ccccc3)c(=O)c3c4c(sc3n12)COC(C(C)C)C4 (stereo unspecified)	-6	-2	-10	1	0.9	1	16	-7	17
O=C(COc1ccc(S(=O)(=O)N2CCCC2)cc1)NCC1CCCO1 (stereo unspecified)	4	-1	11	1	-0.3	1	0	5	-10
C[C@H](c1ccccc1)N1C[C@@H](COCc2ccccc2)Oc2cc(N3CC[C@@H](N(C)C)C3)ccc2S1(=O)=O	-1	2	-6	1	2.8	10	0	0	14
CC1CN(S(=O)(=O)c2cccc(C(=O)NNC(=O)C(C)Oc3ccccc3F)c2)CC(C)O1 (stereo unspecified)	2	0	-9	0	0.1	1	10	-7	18
O=C(CN1c2cccc3cccc(c23)S1(=O)=O)NCc1ccc2c(c1)OCO2	-12	3	3	4	4.1	13	-7	9	11
CC(C)c1ccc(NC(=O)CN(Cc2ccccc2)S(C)(=O)=O)cc1	6	-4	-17	-7	0.2	2	10	-9	11
CCc1nc2ccc(C(=O)NCc3ccc(OC)cc3)cn2c1N(C)C(=O)Cc1ccccc1	4	1	-2	10	1.2	2	3	0	-16
CCOC(=O)c1c(NC(=O)COC(=O)Cc2ccccc2[N+](=O)[O-])sc(C(=O)N(C)C)c1C	2	0	-2	-4	0.8	5	0	6	2
CCOC(=O)C1=C(C)Nc2ncnn2C1c1ccc(N(C)C)cc1 (stereo unspecified)	2&1	-9&-4	-9&-16	10&-2	1.1&0.5	1&0	8&4	-1&-4	14&2
CCOCCc1nnc(NC(=O)CCC2CCCCC2)s1	-4	-3	-9	3	0.4	1	4	-8	-3
CN(C)S(=O)(=O)c1ccc(Cl)c(NC(=O)COC(=O)/C=C/c2cnc3ccccc3n2)c1	-7	-1	-14	6	1.1	1	-9	-13	12
O=C(CSc1nnc(NC(=O)c2ccc(F)cc2)s1)NC1CCCC1	-4	-2	-9	10	-0.2	0	-3	10	-24
O=C(CSc1nnnn1Cc1ccccc1)NCCc1ccccc1	0	-4	5	-4	3.4	1	4	-4	12
COc1cc2cc(CN(Cc3cccnc3)C(=O)Nc3ccccc3)c(=O)[nH]c2cc1OC	-7	2	-10	6	1.9	6	0	-6	7
CC(NC(=O)c1cccs1)C(=O)NC1=NCCS1 (stereo unspecified)	1	2	-16	2	0.2	1	-5	13	14
COc1cc(OC)c(OC)cc1CN1CCN(Cc2ccc(C(F)(F)F)cc2)CC1	22*	0	-18	-7	0.4	1	4	-9	25
CON(C)C(=O)/C=C/CCCCNC(=O)OC(C)(C)C	3	4	-6	6	-0.7	0	1	0	7
Cc1cccc(C(=O)NCC(=O)OCC(=O)N2CCCCC2)c1	1	2	-15	8	0.6	0	9	-3	13
CC(=O)Nc1cccc(-c2nnc(-c3ccccc3)o2)c1	-7	5	-8	7	1.1	3	-3	11	9
Cc1ccc(C(=O)C(=S)N2CCOCC2)cc1	-5	-2	12	7	-0.6	-1	6	-6	6
Cn1cccc1C(C(=O)NC1CCCCC1)N(C(=O)Cc1cccs1)c1ccc2c(c1)OCO2 (stereo unspecified)	-2	4	-17	9	0.1	2	2	0	12
COc1cc(C(=O)NCCC(C)C)c([N+](=O)[O-])cc1OC	-1	0	-21	7	0.5	0	3	-4	-10
Cc1cc(CCCCCCCCc2cc(C)cc(=O)o2)oc(=O)c1	-6	-3	-6	-2	4.4	2	-15	2	4
Cc1ccccc1NC(=O)C(=O)Nc1ccccc1C	8	0	3	-8	0.8	1	2	-3	2
CCN(CC(=O)NCc1cccs1)C(=O)c1cc(S(=O)(=O)NCc2ccccc2)ccc1C	3	0	-10	3	0.6	4	1	-7	-7
CCOc1ccccc1C(=O)Nc1cccc(-c2ccc3nncn3n2)c1	1	1	7	-1	3.2	8	-7	8	-21
C[C@@H]1CC=C[C@H]2[C@H]1C(=O)N(Cc1ccccc1)[C@H]2c1ccc2ccccc2c1	1	4	-27	5	-0.4	0	-4	-2	26
COc1ccc(C2=NN(CC(=O)NCC(OC)OC)C(=O)CC2)cc1	-1	-1	-8	7	1.6	0	0	6	-8
CC(=O)N1CCN(C(=O)c2ccc(NS(=O)(=O)c3ccc4c(c3)OCCO4)cc2)CC1	-4	0	5	2	-0.2	1	4	-2	3
CC(NC(=O)C1CCN(C(=O)[C@@H]2Cc3ccccc3CN2C(=O)OC(C)(C)C)CC1)c1ccccc1 (stereo partly specified)	-4	-4	-6	1	0.9	4	2	-5	-2

Single entries from the list:
Entry for `O=C(CSc1nnc(NC(=O)c2ccc(F)cc2)s1)NC1CCCC1` under M5 ag: -2
Entry for `CC(NC(=O)c1cccs1)C(=O)NC1=NCCS1` (stereo unspecified) under M5 PAM: 1

Following part
SMILES	M5 PAM	M5 ag	CHO-K1 Ca antag	M5 antag	CHO-K1 Ca ag	M4 ag	M4 PAM	M4 antag	M1 PAM parental
CC(=O)Nc1ccc(C(=O)OCC(=O)N2CC3(C)CC2CC(C)(C)C3)cc1 (stereo unspecified)	-4	0	4	5	0.3	2	4	-12	-15
O=C(CCN1N=C(c2ccccc2)CCC1=O)NCCCN1CCOCC1	-4	0	-5	10	1.5	0	-8	9	7
CCOC(=O)c1[nH]c2ccc(Br)cc2c1NC(=O)CCN1CCC(C(=O)OCC)CC1	-4	-10	2	11	2.0	5	3	4	7
Cc1cccc(S(=O)(=O)N2CCn3cccc3C2C)c1 (stereo unspecified)	2	-3	-4	5	-0.3	0	0	-6	20
CCN(CC)S(=O)(=O)c1ccc(N2CCCC2)c(NS(=O)(=O)c2ccc(OC)cc2)c1	-2	-6	-1	-1	0.2	1	-5	1	8
COc1ccc(NC(=S)NCCc2c[nH]c3ccccc23)cc1	-1	-6	-3	5	1.0	2	0	7	13
COC(=O)c1sc(-c2ccccc2)cc1NC(=O)c1ccc(F)cc1	-8	-1	-10	6	0.6	1	6	6	21
COc1cc(C(=O)Nc2nc3ccc4nc(C)sc4c3s2)cc(OC)c1OC	-4	2	-7	0	0.3	2	8	1	-6
COc1ccc(C(CC(=O)Nc2cc(C)ccn2)N2Cc3ccccc3C2=O)cc1 (stereo unspecified)	-5	1	-9	13	1.6	3	-8	-4	6
CN(C)CCn1c2c(c(SCC(=O)Nc3cccc4ccccc34)nc1=O)CCC2	-10	-5	12	4	0.4	1	-2	-1	-28
CCN(CC)c1ccc(C(=O)c2cnc(/N=C/N(C)C)s2)cc1	13	-8	-12	-2	0.7	5	12	-1	-8
Nc1ccc(OCc2ccccc2)cc1	-4	1	-1	6	0.2	0	0	-5	15
C/C(=N/NC(=O)CNC(=O)c1ccccn1)c1cccc([N+](=O)[O-])c1	1	-3	-14	-1	1.0	2	2	-3	25
CC(NCC(=O)Nc1ccccc1C(=O)NC1CC1)c1ccc(F)cc1F (stereo unspecified)	-4	0	-17	3	1.7	5	10	-7	2
Cc1cc(C)nc(Sc2ncnc3sc4c(c23)CCC4)n1	-1	-5	-1	4	0.6	0	20	5	16
NC(=O)C1CCCN(Cc2ccc3ccccc3c2)C1 (stereo unspecified)	-1	-4	-12	17	1.3	1	-6	10	16
O=C(CBr)N1CCc2ccccc2C(c2ccccc2)C1 (stereo unspecified)	5	-4	-2	3	0.5	0	-2	7	13
CNC(=S)N1CCN(c2nc(-c3cccc(OC)c3)cs2)CC1	2	-1	11	1	1.3	6	-5	-5	-20

Entries listed so far containing fluorine:
SMILES	M5 PAM	M5 ag	CHO-K1 Ca antag	M5 antag	CHO-K1 Ca ag	M4 ag	M4 PAM	M4 antag	M1 PAM parental
CCC1(c2ccc(F)cc2)NC(=O)N(CC(=O)Nc2ccc3c(c2)OCCO3)C1=O (stereo unspecified)	-15	11	-4	7	5.1	11	0	-13	-5
CCOC(=O)C(NC(=O)CC(C)C)(Nc1sc(C)c(CC)c1C#N)C(F)(F)F (stereo unspecified)	1	-6	-1	-4	-0.3	-2	-5	-1	5
CC1CN(S(=O)(=O)c2cccc(C(=O)NNC(=O)C(C)Oc3ccccc3F)c2)CC(C)O1 (stereo unspecified)	2	0	-9	0	0.1	1	10	-7	18
O=C(CSc1nnc(NC(=O)c2ccc(F)cc2)s1)NC1CCCC1	-4	-2	-9	10	-0.2	0	-3	10	-24
COc1cc(OC)c(OC)cc1CN1CCN(Cc2ccc(C(F)(F)F)cc2)CC1	22*	0	-18	-7	0.4	1	4	-9	25
COC(=O)c1sc(-c2ccccc2)cc1NC(=O)c1ccc(F)cc1	-8	-1	-10	6	0.6	1	6	6	21
CC(NCC(=O)Nc1ccccc1C(=O)NC1CC1)c1ccc(F)cc1F (stereo unspecified)	-4	0	-17	3	1.7	5	10	-7	2
